Assay outcomes deposited in PubChem by several laboratories.
aDG glyco act – alpha-DG glycosylation activation; Pro5-aDG cells, alpha-DG glycosylation AlphaScreen (IIH6); 0% Pro5, 100% B10-LARGE cell signal; activation, % at 10 µM; 360,000 tested, 0.22% active; AID 624168;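 active = activation of at least 8% versus controls, or a plate z-score of at least 8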;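 also: Pro5 are CHO cells carrying HIG-tagged alpha-DG that lacks glycosylation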
Vif inh – HIV Vif inhibition | HEK293T cells, Vif self-association by quenched fluorescence, imaging, 24 h | inhibition, % at 7.49 µM | AID 602346 | 340,000 tested, 0.35% active; in the data active = inhibition above about 50%, passing the limit was not always enough; also: some results filed as inactive read as strong as hits
Exocytosis inh – lytic granule exocytosis inhibition. inhibition, % at 10 µM. 360,000 tested, 0.66% active. TALL-104 LAMP-1 surface exposure, flow cytometry; cells stimulated with thapsigargin and PMA;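 active = inhibition above about 55%, limit read from the data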
NOD2-RIPK2 inh – NOD2-RIPK2 protein interaction inhibition. AID 624267. inhibition, % at 4.98 µM. 360,000 tested, 0.38% active. CHO BLA complementation NOD2-RIPK2, CCF4 ratio. O43353; in the data active = inhibition above about 21%;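 also: 0% = vehicle only and 100% = reference blocker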
Target sequence (O43353 whole entry, looked up): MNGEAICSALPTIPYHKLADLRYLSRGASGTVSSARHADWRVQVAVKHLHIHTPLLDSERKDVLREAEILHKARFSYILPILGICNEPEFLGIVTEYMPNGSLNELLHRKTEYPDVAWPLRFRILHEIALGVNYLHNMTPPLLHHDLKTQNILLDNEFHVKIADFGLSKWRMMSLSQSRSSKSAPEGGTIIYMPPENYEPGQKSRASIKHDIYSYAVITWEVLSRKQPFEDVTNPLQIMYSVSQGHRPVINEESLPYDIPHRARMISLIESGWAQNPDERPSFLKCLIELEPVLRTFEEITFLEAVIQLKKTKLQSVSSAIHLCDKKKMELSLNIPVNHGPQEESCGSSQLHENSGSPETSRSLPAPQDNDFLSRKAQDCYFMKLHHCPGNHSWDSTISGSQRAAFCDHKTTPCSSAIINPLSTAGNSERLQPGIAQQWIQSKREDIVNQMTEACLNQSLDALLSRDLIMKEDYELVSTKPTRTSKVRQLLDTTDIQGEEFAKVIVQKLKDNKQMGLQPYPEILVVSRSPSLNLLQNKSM
ABHD5-PLIN5 inh – inhibitors of human ABHD5-perilipin-5 interaction; Q00G26+Q8WTS1; Split G. princeps luciferase complementation, luminescence, 4 h; inhibition, % at 4 µM; 360,000 tested, 0.78% active; AID 602281;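 active = inhibition above the mean inhibition across every tested compound plus 3 SD, cut at about 22% in these data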;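 also: 0% = DMSO only wells and the 100% control is not disclosed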
Glyco luc inh – N-linked glycosylation inhibition. D54 ERlucT glycosylation luciferase reporter, 24 h; percent of 100 nM tunicamycin response. reporter increase, % at 12.5 µM. 360,000 tested, 0.23% active. AID 588692;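 active = mean luciferase reporter signal, scaled so untreated is 0 and the glycosylation-blocking control 100, at or above a set limit in every replicate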;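 also: luciferase carries N-glycosylation sites so blocking glycosylation raises the light; 0% = median of neutral control wells and 100% = median of 100 nM tunicamycin wells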
MC4R antagonist – human MC4R antagonism in cAMP assay | MC4R-expressing cells, MTII-stimulated cAMP, LANCE TR-FRET | inhibition, % at 6.5 µM | 360,000 tested, 0.48% active | AID 540295;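 active = inhibition above its plate's cutoff, the mean of tested wells on that plate plus 3 SD, cut at about 29% in these data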;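 also: 0% = Melanotan II alone and 100% = Melanotan II plus saturating MCL0020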
Target sequence (P32245 whole entry, looked up): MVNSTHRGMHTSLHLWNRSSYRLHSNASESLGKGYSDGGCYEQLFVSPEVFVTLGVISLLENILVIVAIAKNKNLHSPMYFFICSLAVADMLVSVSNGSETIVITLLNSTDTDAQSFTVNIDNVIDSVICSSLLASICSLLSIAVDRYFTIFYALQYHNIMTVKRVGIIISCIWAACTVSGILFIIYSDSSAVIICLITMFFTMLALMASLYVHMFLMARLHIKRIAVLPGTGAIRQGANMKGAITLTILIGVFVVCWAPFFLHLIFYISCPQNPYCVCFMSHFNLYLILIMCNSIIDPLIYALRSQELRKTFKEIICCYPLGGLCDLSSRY
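system = U2OS cells with stable human MC4R expression | also added = Melanotan II challenge after compound preincubation | dosing = one concentration, 6.5 µM nominal | incubation = compound 30 min, challenge 1 h, detection 1 h | measured by = TR-FRET with Eu-cAMP and labeled anti-cAMP, 671 nm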
TLR9-MyD88 inh – blocks human TLR9 binding to MyD88; inhibition, % at 4.98 µM; 340,000 tested, 0.21% active; Q9NR96+Q99836; CHO BLA complementation TLR9-MyD88, CCF4 FRET ratio;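 active = inhibition above the mean over all tested compounds plus 3 SD, cut at about 21% in these data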;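 also: 0% = DMSO only wells and 100% = clavulanate BLA inhibitor control wells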
MC4R barr agon – human MC4R agonism via beta-arrestin; P32245; U2OS MC4R beta-arrestin complementation, luminescence; percent of melanotan II response, DMSO zero; activation, % at 8.9 µM; 360,000 tested, 0.98% active; AID 540308;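 active = activation above a per-plate cutoff, the mean activation of sample wells on that plate plus 3 SD, cut at about 8% in these data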
ABCB6 inh MLPCN – human ABCB6 transporter inhibition | Q9NP58 | K562-ABCB6 porphyrin accumulation, flow cytometry, 1 h; hits give low values | fluorescence ratio to DMSO, % at 10 µM | 360,000 tested, 0.19% active | AID 602162;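 active = fluorescence ratio to DMSO below 75%, the collection mean minus 3 SD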;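 also: signal is porphyrin accumulated inside mitochondria; 100% equals median channel fluorescence of DMSO control wells; lower ratio means ABCB6 inhibition with less porphyrin fluorescence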
* = called active by the depositor; / = no result given. Only part of the results is shown. The share of hits here may be higher or lower than overall.

aDG glyco act	ABHD5-PLIN5 inh	Vif inh	Glyco luc inh	ABCB6 inh MLPCN	MC4R barr agon	NOD2-RIPK2 inh	Exocytosis inh	MC4R antagonist	TLR9-MyD88 inh	molecule
0.3	-1	-20	1	101	0.3	5	-4	9	-3	Cc1nc2scc(-c3cccs3)c2c(=O)n1-n1cccc1
-0.2	-9	16	0	91	-3.2	-1	0	2	5	Cc1ccc(C(C)C)c(OCC(=O)N2CCN(c3ncccn3)CC2)c1
0.2	0	-7	3	100	2.6	1	-4	-4	-2	COc1ccc(C2CC(c3ccccc3)=NN2C(=O)COC(=O)c2ccc(Cl)nc2)cc1 (configuration not stated)
0.2	-1	16	-11	92	-2.8	5	-4	8	-2	COc1ccc(-c2csc3ncnc(N4CCN(c5cccc(Cl)c5)CC4)c23)cc1
0.6	-1	3	2	101	-1.5	1	-3	9	-4	COc1cc(NC(=O)Cc2ccc(F)cc2)cc(OC)c1OC
0.1	-5	/	-1	99	0.0	-16	-2	8	-2	C/C(=N\NC(=O)Cn1ccc(C(F)(F)F)n1)c1ccc(N2CCOCC2)cc1
-0.1	-1	-2	1	97	3.4	-2	-11	9	-21	COc1ccccc1NC(=O)c1ccc(-n2ccnc2)c([N+](=O)[O-])c1
-0.1	0	-1	0	99	-2.5	8	-1	4	2	O=C(CSc1ccccc1C(=O)O)c1ccccc1
0.1	8	3	0	98	-0.5	1	5	1	4	CCOc1ccc(N(CC)C(=O)COc2cc(=O)n(C)c3ccccc23)cc1
0.3	-7	0	0	100	-0.3	3	-1	-3	4	COC(=O)c1cc(NC(=O)c2cccc(C(F)(F)F)c2)c(=O)oc1C
-0.2	8	4	-1	96	1.1	-9	-14	-2	0	O=C(OCc1cn([C@@H]2CN(C(=O)C3CCCCC3)[C@@H](c3ccccc3)C[C@H]2O)nn1)c1ccccc1
-0.1	-5	0	0	98	-0.5	1	-2	2	/	Fc1ccc(N2CN(Cc3cccnc3)CNC2=S)cc1
0.8	-2	24	2	87	-3.4	-6	7	5	-1	Oc1c(N=NC(=S)Nc2ccccc2F)c2ccccc2n1Cc1ccccc1
-0.1	-8	-3	1	101	0.1	-7	-2	2	4	CN(CC(=O)O)S(=O)(=O)c1ccc2oc3ccccc3c2c1
0.1	-2	0	0	231	-1.3	7	1	11	-11	O=C(O)c1cccc(NC(CNS(=O)(=O)c2ccc(Cl)cc2)c2ccccc2)c1 (configuration not stated)

Brought forward from above: 2 compounds, followed by the next part.
aDG glyco act	ABHD5-PLIN5 inh	Vif inh	Glyco luc inh	ABCB6 inh MLPCN	MC4R barr agon	NOD2-RIPK2 inh	Exocytosis inh	MC4R antagonist	TLR9-MyD88 inh	molecule
-0.1	-8	-3	1	101	0.1	-7	-2	2	4	CN(CC(=O)O)S(=O)(=O)c1ccc2oc3ccccc3c2c1
0.1	-2	0	0	231	-1.3	7	1	11	-11	O=C(O)c1cccc(NC(CNS(=O)(=O)c2ccc(Cl)cc2)c2ccccc2)c1 (configuration not stated)
6.2*	9	-5	-1	94	4.2	-16	54	4	-1	O=C(Nc1ccccc1Cl)C1C(c2ccccc2)C1(Cl)Cl (configuration not stated)
0.0	-6	2	0	101	-0.6	5	5	1	-1	COc1ccc(NC(=O)CCN2CCN(C/C=C/c3ccccc3)CC2)cc1
-0.1	-6	0	0	102	-0.1	-3	-6	11	/	COc1ccc(/C=C/C(=O)Nc2nnc(C(C)C)s2)cc1OC
-0.1	-5	-6	1	97	-0.7	-12	-7	14	-8	CC(C)c1c(O)nc(SCC(=O)N2CCCCC2)[nH]c1=O
-0.1	-3	7	2	99	-1.0	-4	-1	2	0	Cc1ccc(C)c2[nH]c(=O)c(CCNS(=O)(=O)c3ccccc3)cc12
0.1	0	-23	-7	99	0.4	-1	4	8	6	Cc1cccc(-c2noc(CN(C(=O)c3c(-c4ccccc4Cl)noc3C)C(C)C)n2)c1
-0.1	-4	-8	1	103	0.0	2	2	1	-1	COc1ccc(/C=N/N(c2ccccc2)c2ccccc2)cc1O
-0.1	10	-4	3	95	1.4	-7	-9	-1	4	CCn1ccnc1CN(C)C(=O)c1cc(COc2ccc(Cl)cc2OC)on1
-0.1	2	-20	5	102	2.3	6	-6	6	10	O=C(NNC(=O)c1ccc(-c2ccccc2)cc1)Nc1ccccc1
-0.2	-6	6	3	100	-0.8	-9	1	-1	7	Cc1c(NC(=O)c2noc(C(C)C)c2[N+](=O)[O-])c(=O)n(-c2ccccc2)n1C
-0.1	-2	-6	1	93	4.5	-5	0	14	3	CC(C)c1ccc(OCC(=O)NC(Cc2c[nH]c3ccccc23)C(=O)O)cc1 (configuration not stated)
0.1	6	-5	-2	102	-2.7	-5	-5	19	-1	O=c1oc2ccccc2c(NCCc2ccccc2)c1[N+](=O)[O-]
0.1	-2	3	-2	95	-2.5	8	-3	4	2	COc1ccc(/C=C2\SC(=S)N(CCCC(=O)Nc3ccccn3)C2=O)cc1OC
-0.2	3	-4	0	96	-2.6	-9	-1	2	1	Nc1nc(CN2CCCCCC2)nc(Nc2ccccc2)n1
0.1	-3	/	/	95	0.6	1	-6	-3	-7	O=C(NCc1ccncc1)C(=O)NCC1OCCN1S(=O)(=O)c1ccc(Br)cc1 (configuration not stated)

Of the compounds above, these have a nitro group on carbon:
aDG glyco act	ABHD5-PLIN5 inh	Vif inh	Glyco luc inh	ABCB6 inh MLPCN	MC4R barr agon	NOD2-RIPK2 inh	Exocytosis inh	MC4R antagonist	TLR9-MyD88 inh	molecule
-0.1	-1	-2	1	97	3.4	-2	-11	9	-21	COc1ccccc1NC(=O)c1ccc(-n2ccnc2)c([N+](=O)[O-])c1
-0.2	-6	6	3	100	-0.8	-9	1	-1	7	Cc1c(NC(=O)c2noc(C(C)C)c2[N+](=O)[O-])c(=O)n(-c2ccccc2)n1C
0.1	6	-5	-2	102	-2.7	-5	-5	19	-1	O=c1oc2ccccc2c(NCCc2ccccc2)c1[N+](=O)[O-]

The listing continues:
aDG glyco act	ABHD5-PLIN5 inh	Vif inh	Glyco luc inh	ABCB6 inh MLPCN	MC4R barr agon	NOD2-RIPK2 inh	Exocytosis inh	MC4R antagonist	TLR9-MyD88 inh	molecule
-0.3	-4	10	4	93	2.2	2	-2	3	8	CS(=O)Cc1cc(Oc2ccccc2)nc(-c2ccncc2)n1 (configuration not stated)
0.3	3	/	/	99	-1.2	-11	3	12	-11	CCCCc1ccc(/C(C)=N/NC(=O)C2CCCC2)cc1
0.0	6	-5	0	99	-1.1	2	-4	19	2	COCCN(C(=O)CN1CCc2ccccc2C1)c1c(N)n(Cc2ccccc2)c(=O)[nH]c1=O
0.0	-5	-1	1	99	1.1	-9	-5	12	-3	Cc1cc2oc(=O)cc(CN3CCOCC3)c2cc1C(C)C
-0.3	-4	1	0	87	-0.7	-5	-4	4	1	CC1=NNC(=O)C1CCC(=O)N/N=C(\C)c1ccccc1 (configuration not stated)
0.1	0	24	-10	95	-1.9	-7	0	-4	0	O=C(CSc1nc2ccccc2o1)N/N=C/c1ccc(O)c(O)c1
-0.1	2	-18	-1	99	-2.0	-1	2	13	-3	CCN(CC)CCCNC(=O)Cn1cnc2sc(C)c(S(=O)(=O)N3CCN(c4ncccn4)CC3)c2c1=O
-0.1	5	11	3	101	-1.3	-8	-4	5	0	COc1ccc(CNCc2ccncc2)c(OC)c1
-0.3	1	5	2	95	2.1	42*	-3	14	31*	Cc1ccc(C2C=C(c3ccc4c(c3)OCO4)Nc3ncnn32)cc1 (configuration not stated)
0.0	2	-3	2	93	-1.9	-9	-2	-3	-6	COc1ccc(-c2coc3cc(O[C@@H]4O[C@H](CO)[C@@H](O)[C@H](O)[C@H]4O)c(OC)cc3c2=O)cc1
0.2	-4	-3	0	106	-2.3	-3	-3	8	10	Cn1c(=O)c2c(-c3ccccc3)n(-c3ccccc3S)cc2n(C)c1=O
0.0	-1	15	-4	87	-1.5	-8	-3	2	-11	COc1cccc(-c2nnn(CC(C)=O)n2)c1
-0.1	-4	-1	1	96	-0.6	-5	17	-5	-6	O=C(O)C1C(C(=O)O)C1(c1ccccc1)c1ccccc1 (configuration not stated)
0.1	-4	-8	2	100	1.2	-2	17	12	/	COCCNC(=O)C1(C)CCN(C(=O)Cc2ccc(OC)c(OC)c2)C1 (configuration not stated)
-0.1	8	28	-2	98	0.4	-2	1	10	-5	COc1cc(NC(=O)C2CCN(S(=O)(=O)c3ccc(Cl)cc3)CC2)ccc1-n1cnnn1
-0.8	15	-12	-3	119	1.2	5	-9	3	3	CC1(C)CCCN(C(=O)c2ccc3c(c2NCCO)C(=O)c2ccccc2C3=O)C1
0.6	0	-9	-4	107	-1.7	-1	-8	-1	-3	COc1cccc(CN2C(=O)[C@@H]3Cc4c([nH]c5ccccc45)C(C)(C)N3C2=O)c1
-0.1	7	-4	-8	101	-0.7	4	0	-4	2	CC(C)(C)c1csc(NC2=NS(=O)(=O)c3ccccc32)n1
0.1	2	0	0	92	-1.1	-4	-1	3	5	Cc1ccc(C(=O)C(C)[n+]2cccc(C(N)=O)c2)cc1 (configuration not stated)
-0.1	2	0	-14	102	-0.1	-10	-1	-3	5	Cc1cc(C)nc(Nc2n[nH]c(-c3ccccc3N)n2)n1
1.0	2	-2	-5	99	-4.3	-3	-2	26	7	O=C(Nc1cccc2ncccc12)c1ccc(Br)c([N+](=O)[O-])c1
0.0	3	-3	-2	91	2.2	-1	78*	16	2	O=C(CN1CCN(Cc2cccc3ccccc23)CC1)NCCc1ccccc1
-0.1	4	8	-2	104	0.6	7	0	2	1	CN1CCCC(OC(=O)CCCCC(=O)OC2CCCN(C)C2)C1 (configuration not stated)
0.6	-12	/	/	/	/	-12	-3	/	/	COc1ccc(OC)c(CN2C(=O)CN(S(C)(=O)=O)CC2(C)C(=O)NC(C)C)c1 (configuration not stated)
0.0	12	9	0	96	-1.2	2	27	3	3	CCOC(=O)/C(C#N)=C/c1c(N2CCN(c3ccccc3)CC2)nc2ccccn2c1=O

Four compounds from above, sorted by SMILES length, descending.
aDG glyco act	ABHD5-PLIN5 inh	Vif inh	Glyco luc inh	ABCB6 inh MLPCN	MC4R barr agon	NOD2-RIPK2 inh	Exocytosis inh	MC4R antagonist	TLR9-MyD88 inh	molecule
0.0	12	9	0	96	-1.2	2	27	3	3	CCOC(=O)/C(C#N)=C/c1c(N2CCN(c3ccccc3)CC2)nc2ccccn2c1=O
1.0	2	-2	-5	99	-4.3	-3	-2	26	7	O=C(Nc1cccc2ncccc12)c1ccc(Br)c([N+](=O)[O-])c1
-0.1	7	-4	-8	101	-0.7	4	0	-4	2	CC(C)(C)c1csc(NC2=NS(=O)(=O)c3ccccc32)n1
-0.1	4	8	-2	104	0.6	7	0	2	1	CN1CCCC(OC(=O)CCCCC(=O)OC2CCCN(C)C2)C1 (configuration not stated)
